Source: PubChem
Mcl1-Bid inh: Mcl-1/Bid binding inhibitors, primary screen, biochemical, TR-FRET, 1536-well | 220,000 compounds, 0.97% hits | TR-FRET Mcl-1/Bid-Dy647 peptide binding | inhibition, % at 21.7 µM;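 active = compounds that cut the binding signal by more than half at the single screening dose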;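 also: His-tagged Mcl-1 with europium anti-His antibody binding Bid BH3 peptide; 0% = Mcl-1 plus peptide wells and 100% = peptide-only wells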
Target sequence (Q07820 whole entry, looked up): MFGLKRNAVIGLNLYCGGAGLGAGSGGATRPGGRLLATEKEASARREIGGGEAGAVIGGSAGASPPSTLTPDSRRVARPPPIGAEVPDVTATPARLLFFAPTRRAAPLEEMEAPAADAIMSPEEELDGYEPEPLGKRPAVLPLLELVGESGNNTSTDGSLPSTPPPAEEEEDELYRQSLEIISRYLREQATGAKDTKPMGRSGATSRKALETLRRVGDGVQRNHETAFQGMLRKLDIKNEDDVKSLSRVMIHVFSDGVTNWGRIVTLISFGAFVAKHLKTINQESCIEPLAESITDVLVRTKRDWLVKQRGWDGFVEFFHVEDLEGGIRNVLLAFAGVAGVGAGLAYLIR
RGS4-Gao reg: modulators of RGS4 binding to Galphao, primary screen, biochemical, multiplexed bead flow cytometry; binding response (% of control), % at 10 µM; 220,000 compounds, 0.33% hits; Guanine nucleotide-binding protein G(o) subunit alpha (Homo sapiens), P09471; actives lie on both sides; in the data active = binding response below about 49% or above about 150%; inactive = in between;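 also: fluorescent Galphao activated with aluminum fluoride binding bead-coupled RGS4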
Bcl-2 Bim block: inhibitors of Bim-Bcl-2 binding, primary screen, biochemical, multiplexed, human Bcl-2 family. Apoptosis regulator Bcl-2 (Homo sapiens), P10415. Bead-based flow cytometry, Bim peptide-Bcl-2 binding. inhibition, % at 10 µM. 190,000 compounds, 0.06% hits; in the data active = inhibition above about 40%; inconclusive = no clear call, values can overlap the other calls;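 also: 0% = no compound wells with probe peptide and 100% = reference peptide inhibitor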
Target sequence (P10415 whole entry, looked up): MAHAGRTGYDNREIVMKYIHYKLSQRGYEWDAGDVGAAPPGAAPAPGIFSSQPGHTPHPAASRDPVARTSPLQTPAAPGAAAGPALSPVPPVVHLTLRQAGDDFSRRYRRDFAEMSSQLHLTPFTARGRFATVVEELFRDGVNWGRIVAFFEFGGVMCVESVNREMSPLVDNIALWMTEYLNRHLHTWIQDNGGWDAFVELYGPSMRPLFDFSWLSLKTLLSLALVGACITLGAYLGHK
Bim-Bcl-B: inhibitors of Bim-Bcl-B binding, primary screen, biochemical, multiplexed, human Bcl-2 family | bead-based flow cytometry, Bim peptide-Bcl-B binding | inhibition, % at 10 µM | 190,000 compounds, 0.073% hits | AID 951, 2007;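 also: 0% = tracer peptide without compound and 100% = reference inhibitor peptide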
Target sequence (Q9HD36 whole entry, looked up): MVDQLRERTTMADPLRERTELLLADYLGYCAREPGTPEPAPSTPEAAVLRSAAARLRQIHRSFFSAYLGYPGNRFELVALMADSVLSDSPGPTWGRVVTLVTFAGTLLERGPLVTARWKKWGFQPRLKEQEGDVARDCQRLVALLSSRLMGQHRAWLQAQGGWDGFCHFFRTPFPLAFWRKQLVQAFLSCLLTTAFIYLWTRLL
Bcl-W Bim block: inhibitors of Bim binding to Bcl-W, primary screen, biochemical, multiplexed, bead-based flow cytometry; Bcl-2-like protein 2 (Homo sapiens), Q92843; Bim peptide-Bcl-W binding; inhibition, % at 10 µM; 190,000 compounds, 0.02% hits; AID 952, 2007;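 also: 0% = bound tracer without compound and 100% = peptide blocker; higher means less fluorescent Bim peptide bound to Bcl-W beads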
Target sequence (Q92843 whole entry, looked up): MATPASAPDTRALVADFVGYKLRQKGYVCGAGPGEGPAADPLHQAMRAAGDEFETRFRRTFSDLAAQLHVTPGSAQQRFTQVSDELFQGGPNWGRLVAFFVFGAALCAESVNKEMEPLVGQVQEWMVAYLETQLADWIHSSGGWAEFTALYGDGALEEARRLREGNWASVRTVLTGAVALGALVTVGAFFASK
Mcl1 Noxa PPI: Mcl-1/Noxa binding inhibitors, primary screen, biochemical, TR-FRET, 1536-well. TR-FRET Mcl-1/Noxa peptide binding, 2 h. inhibition, % at 21.7 µM. 220,000 compounds, 1.5% hits;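 active = compounds that cut the protein-peptide binding signal by more than 50% relative to plate controls in a single-dose test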;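 also: His-tagged Mcl-1 with rhodamine Noxa BH3 peptide and terbium anti-His antibody; 0% = Mcl-1 plus Noxa peptide wells and 100% = peptide-only wells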
Bim-Mcl-1: inhibitors of Bim peptide binding to Mcl-1, primary screen, biochemical, bead-based flow cytometry, multiplex. Induced myeloid leukemia cell differentiation protein Mcl-1 (Homo sapiens), Q07820. Bim peptide-Mcl-1 binding. inhibition, % at 10 µM. 190,000 compounds, 0.1% hits;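 also: 0% = no compound tracer wells and 100% = peptide blocker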
RGS8-Gao: RGS8-Galphao binding modulators, primary screen, biochemical, multiplexed bead flow cytometry; response (percent of control binding), % at 10 µM; Guanine nucleotide-binding protein G(o) subunit alpha (Homo sapiens), P09471; actives lie on both sides; 220,000 compounds, 0.34% hits; in the data active = response below about 60% or above about 140%; inactive = in between;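 also: Galphao activated as the GDP aluminium fluoride complex binding bead-coupled RGS8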
Bfl-1 Bim block: inhibitors of Bim binding to Bfl-1, primary screen, biochemical, multiplexed, bead-based flow cytometry; Bcl-2-related protein A1 (Homo sapiens), Q16548; Bim-Bfl-1 binding inhibition; inhibition, % at 10 µM; 190,000 compounds, 0.12% hits; AID 1008, 2008;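 also: 0% = wells without compound plus tracer and 100% = blocker peptide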
Bcl-XL Bim block: inhibitors of Bim-Bcl-XL binding, primary screen, biochemical, multiplexed, bead flow cytometry, human Bcl-XL; 190,000 compounds, 0.04% hits; inhibition, % at 10 µM; Bim peptide-Bcl-XL binding, fluorescence; AID 1007, 2008; Bcl-2-like protein 1 (Homo sapiens), Q07817
RGS7-Gao reg: RGS7-Galphao binding modulators, primary screen, biochemical, multiplexed bead flow cytometry; AID 1439, 2008; Guanine nucleotide-binding protein G(o) subunit alpha (Homo sapiens), P09471; 220,000 compounds, 0.35% hits; actives lie on both sides; binding response (% of control), % at 10 µM; in the data active = binding response below about 49% or above about 150%; inconclusive = no clear call, values can overlap the other calls; inactive = in between;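 also: fluorescent Galphao held in activated GDP-AlF4 state binding bead-coupled RGS7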
The depositor's hits bear a star. Rule as the data show it, unless noted: active = inhibition above about 40%.

Results for OC1CCN(c2c3c(nc4cc(-c5cccc(F)c5)nn24)CCCC3)CC1 ?
Mcl1-Bid inh: -55; RGS4-Gao reg: 101; Bcl-2 Bim block: 2; Bim-Bcl-B: 2; Bcl-W Bim block: 3; Mcl1 Noxa PPI: 12; Bim-Mcl-1: 1; RGS8-Gao: 101; Bfl-1 Bim block: -6; Bcl-XL Bim block: -2; RGS7-Gao reg: 100

How did CCOC(=O)c1cnc(SCC(=O)N2CCc3ccccc32)nc1N do in these assays?
Mcl1-Bid inh: -7; RGS4-Gao reg: 98; Bcl-2 Bim block: -13; Bim-Bcl-B: -12; Bcl-W Bim block: -1; Mcl1 Noxa PPI: 9; Bim-Mcl-1: -3; RGS8-Gao: 98; Bfl-1 Bim block: -12; Bcl-XL Bim block: -9; RGS7-Gao reg: 108

How did Cc1cc(Cl)ccc1Oc1nc(-c2ccccc2)ncc1S(C)(=O)=O do in these assays?
Mcl1-Bid inh: -1; RGS4-Gao reg: 104; Bcl-2 Bim block: 0; Bim-Bcl-B: -2; Bcl-W Bim block: 0; Mcl1 Noxa PPI: -8; Bim-Mcl-1: -1; RGS8-Gao: 102; Bfl-1 Bim block: -2; Bcl-XL Bim block: -3; RGS7-Gao reg: 104

What do the screens show for `Cc1ccc(C(=O)N/C(=C/C=C/c2ccccc2)C(=O)NCc2ccco2)cc1`?
Mcl1-Bid inh: -12; RGS4-Gao reg: 96; Bcl-2 Bim block: -5; Bim-Bcl-B: -6; Bcl-W Bim block: -12; Mcl1 Noxa PPI: -13; Bim-Mcl-1: -9; RGS8-Gao: 100; Bfl-1 Bim block: -7; Bcl-XL Bim block: -3; RGS7-Gao reg: 99

How did COc1cc2c(cc1OC)C(c1cc3cc4c(cc3[nH]c1=O)OCO4)N(C(=O)C1CC1)CC2 (configuration not stated) do in these assays?
Mcl1-Bid inh: 0; RGS4-Gao reg: 101; Bcl-2 Bim block: -9; Bim-Bcl-B: -6; Bcl-W Bim block: -4; Mcl1 Noxa PPI: -7; Bim-Mcl-1: -4; RGS8-Gao: 101; Bfl-1 Bim block: 0; Bcl-XL Bim block: -6; RGS7-Gao reg: 98

Results for Brc1ccccc1-c1nnc(-c2cccnc2)o1 ?
Mcl1-Bid inh: -21; RGS4-Gao reg: 101; Bcl-2 Bim block: -9; Bim-Bcl-B: -6; Bcl-W Bim block: 0; Mcl1 Noxa PPI: -19; Bim-Mcl-1: -2; RGS8-Gao: 102; Bfl-1 Bim block: -10; Bcl-XL Bim block: -6; RGS7-Gao reg: 102

Results for O=C(NCCc1ccc(Cl)cc1)c1cc2ccccn2n1 ?
Mcl1-Bid inh: -34; RGS4-Gao reg: 108; Mcl1 Noxa PPI: -17; RGS8-Gao: 102; RGS7-Gao reg: inconclusive

What do the screens show for `COc1ccc(C[C@H]2CN3C(=NC[C@@H]3Cc3ccccc3)N2C[C@H](C)NC(=O)CCC2CCCCC2)cc1`?
Mcl1-Bid inh: -50; RGS4-Gao reg: 99; Mcl1 Noxa PPI: 0; RGS8-Gao: 100; RGS7-Gao reg: inconclusive

How did COc1ccccc1C1NC(=O)NC(C)=C1C(=O)Nc1cccc(C)c1C (configuration not stated) do in these assays?
Mcl1-Bid inh: -5; RGS4-Gao reg: 97; Bcl-2 Bim block: -8; Bim-Bcl-B: -6; Bcl-W Bim block: 2; Mcl1 Noxa PPI: -1; Bim-Mcl-1: 0; RGS8-Gao: 99; Bfl-1 Bim block: -9; Bcl-XL Bim block: -1; RGS7-Gao reg: 95

Results for Cc1cc2cc(CNC(=O)c3cccc([N+](=O)[O-])c3)ccc2[nH]1 ?
Mcl1-Bid inh: -13; RGS4-Gao reg: 107; Bcl-2 Bim block: -1; Bim-Bcl-B: -5; Bcl-W Bim block: -1; Mcl1 Noxa PPI: 4; Bim-Mcl-1: -1; RGS8-Gao: 105; Bfl-1 Bim block: 1; Bcl-XL Bim block: -5; RGS7-Gao reg: 110

Random excerpt: 2 records from the list, in no set order.
Results for O=C(NCCc1ccc(Cl)cc1)c1cc2ccccn2n1 ?
Mcl1-Bid inh: -34; RGS4-Gao reg: 108; Mcl1 Noxa PPI: -17; RGS8-Gao: 102; RGS7-Gao reg: inconclusive

Results for Cc1cc2cc(CNC(=O)c3cccc([N+](=O)[O-])c3)ccc2[nH]1 ?
Mcl1-Bid inh: -13; RGS4-Gao reg: 107; Bcl-2 Bim block: -1; Bim-Bcl-B: -5; Bcl-W Bim block: -1; Mcl1 Noxa PPI: 4; Bim-Mcl-1: -1; RGS8-Gao: 105; Bfl-1 Bim block: 1; Bcl-XL Bim block: -5; RGS7-Gao reg: 110

(list continues)
How did Cc1ccc(NC(=S)NC(NC(=O)c2ccco2)C(Cl)(Cl)Cl)cc1 (configuration not stated) do in these assays?
Mcl1-Bid inh: 0; RGS4-Gao reg: 102; Bcl-2 Bim block: -5; Bim-Bcl-B: -6; Bcl-W Bim block: -2; Mcl1 Noxa PPI: 20; Bim-Mcl-1: -1; RGS8-Gao: 102; Bfl-1 Bim block: -6; Bcl-XL Bim block: -4; RGS7-Gao reg: 102

How did COC(=O)C1CCN(C(=O)COC(=O)[C@@H]2CC(O)CN2S(=O)(=O)c2ccc3c(c2)OCCO3)CC1 (some centres not stated) do in these assays?
Mcl1-Bid inh: -13; RGS4-Gao reg: 103; Bcl-2 Bim block: -6; Bim-Bcl-B: -7; Bcl-W Bim block: -4; Mcl1 Noxa PPI: 1; Bim-Mcl-1: -2; RGS8-Gao: 100; Bfl-1 Bim block: -16; Bcl-XL Bim block: -8; RGS7-Gao reg: 98

What do the screens show for `Cc1ccc(Cn2c(SCc3cccnc3)nc3c2c(=O)n(C)c(=O)n3C)cc1`?
Mcl1-Bid inh: 10; RGS4-Gao reg: 99; Bcl-2 Bim block: -3; Bim-Bcl-B: -2; Bcl-W Bim block: 0; Mcl1 Noxa PPI: -7; Bim-Mcl-1: -1; RGS8-Gao: 102; Bfl-1 Bim block: 0; Bcl-XL Bim block: 0; RGS7-Gao reg: 97

Results for CCN(CC(=O)Nc1ccc([N+](=O)[O-])cc1OC)c1ccccc1 ?
Mcl1-Bid inh: -64; RGS4-Gao reg: 102; Bcl-2 Bim block: -3; Bim-Bcl-B: -4; Bcl-W Bim block: -1; Mcl1 Noxa PPI: 2; Bim-Mcl-1: 0; RGS8-Gao: 101; Bfl-1 Bim block: -4; Bcl-XL Bim block: -4; RGS7-Gao reg: 97

What do the screens show for `COc1ccc(N2C(=O)/C(=C/N(C)C)NC2=S)cc1`?
Mcl1-Bid inh: -33; RGS4-Gao reg: 96; Bcl-2 Bim block: -3; Bim-Bcl-B: -12; Bcl-W Bim block: 0; Mcl1 Noxa PPI: 18; Bim-Mcl-1: -3; RGS8-Gao: 98; Bfl-1 Bim block: 0; Bcl-XL Bim block: -6; RGS7-Gao reg: 96

How did O=C(c1ccc(F)cc1)C1CCN(C(=S)Nc2ccccc2Cl)CC1 do in these assays?
Mcl1-Bid inh: -13; RGS4-Gao reg: 98; Bcl-2 Bim block: -2; Bim-Bcl-B: -11; Bcl-W Bim block: 0; Mcl1 Noxa PPI: 7; Bim-Mcl-1: -3; RGS8-Gao: 97; Bfl-1 Bim block: -3; Bcl-XL Bim block: -5; RGS7-Gao reg: 99

What do the screens show for `Cc1nn(Cc2ccccc2Cl)c(C)c1NC(=O)CCCn1nc([N+](=O)[O-])c(Cl)c1C`?
Mcl1-Bid inh: -8; RGS4-Gao reg: 103; Bcl-2 Bim block: -2; Bim-Bcl-B: -6; Bcl-W Bim block: -2; Mcl1 Noxa PPI: 5; Bim-Mcl-1: -3; RGS8-Gao: 105; Bfl-1 Bim block: -1; Bcl-XL Bim block: -8; RGS7-Gao reg: 103

How did CC(Oc1ccc(F)cc1F)C(=O)/C=C/N(C)C (configuration not stated) do in these assays?
Mcl1-Bid inh: -19; RGS4-Gao reg: 100; Bcl-2 Bim block: -6; Bim-Bcl-B: -7; Bcl-W Bim block: -5; Mcl1 Noxa PPI: -1; Bim-Mcl-1: -3; RGS8-Gao: 102; Bfl-1 Bim block: -20; Bcl-XL Bim block: -7; RGS7-Gao reg: 98

What do the screens show for `COCCNC(=S)N/N=C(\C)c1ccccc1OC`?
Mcl1-Bid inh: -7; RGS4-Gao reg: 93; Bcl-2 Bim block: -5; Bim-Bcl-B: -9; Bcl-W Bim block: -3; Mcl1 Noxa PPI: 18; Bim-Mcl-1: -6; RGS8-Gao: 80; Bfl-1 Bim block: -3; Bcl-XL Bim block: -5; RGS7-Gao reg: 91

How did CCOC(=O)c1ccc2nc(C)c(CCC(C)=O)c(Cl)c2c1 do in these assays?
Mcl1-Bid inh: 3; RGS4-Gao reg: 19*; Bcl-2 Bim block: -2; Bim-Bcl-B: -1; Bcl-W Bim block: -3; Mcl1 Noxa PPI: 1; Bim-Mcl-1: -3; RGS8-Gao: 11*; Bfl-1 Bim block: 0; Bcl-XL Bim block: -3; RGS7-Gao reg: 19*

What do the screens show for `O=C(c1ccc(Cn2ccc([N+](=O)[O-])n2)cc1)N1CCN(Cc2ccccc2)CC1`?
Mcl1-Bid inh: 2; RGS4-Gao reg: 102; Mcl1 Noxa PPI: 6; RGS8-Gao: 99; RGS7-Gao reg: inconclusive

Results for Cc1ccc(C2CCN(C(=S)NC3CCCCC3)C2)cc1 (configuration not stated) ?
Mcl1-Bid inh: -41; RGS4-Gao reg: 100; Bcl-2 Bim block: -4; Bim-Bcl-B: -6; Bcl-W Bim block: -1; Mcl1 Noxa PPI: -2; Bim-Mcl-1: 3; RGS8-Gao: 98; Bfl-1 Bim block: 0; Bcl-XL Bim block: 1; RGS7-Gao reg: 98
